MIN6 prolif: inducers of MIN6 beta-cell proliferation, primary screen, ATP luminescence, uHTS; AID 2380, 2010; proliferation, % at 10 µM; MIN6 cells proliferation, ATPlite luminescence, 48 h; cells starved in 0.2% serum; 100% = growth in 10% serum; 330,000 compounds, 0.29% hits;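 active = compounds whose signal lies at least 3.5 SD above the mean of all wells on their plate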;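 note: 0% = DMSO-treated cells in low-serum medium and 100% = 10% serum control; some compounds called inactive have numbers as strong as hits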
tim10-1 inh: growth inhibitors of tim10-1 mutant yeast, primary screen, luminescence, uHTS | AID 463190, 2010 | inhibition, % at 20 µM | S. cerevisiae tim10-1 ts strain growth, BacTiter-Glo, 24 h | 330,000 compounds, 2.2% hits;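 active = inhibition of at least 40%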;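 note: mutant grown at 25 °C; 0% = DMSO wells with yeast and 100% = wells holding no yeast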
A3A deaminase: APOBEC3A ssDNA deaminase inhibitors, primary screen, selectivity assay for APOBEC3G inhibitor project, biochemical, FAM/TAMRA oligo cleavage fluorescence; AID 493011, 2011; recombinant A3A, FAM/TAMRA ssDNA deamination fluorescence; inhibition, % at 20 µM; DNA dC->dU-editing enzyme APOBEC-3A (Homo sapiens), P31941; 330,000 compounds, 0.41% hits;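 active = at least 40% inhibition at 20 µM here, with at most 30% in a related deaminase screen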;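 note: plate controls were A3A with DMSO for no effect and wells lacking A3A enzyme for full effect; some results filed as inactive read as strong as hits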
Target sequence (P31941 whole entry, looked up): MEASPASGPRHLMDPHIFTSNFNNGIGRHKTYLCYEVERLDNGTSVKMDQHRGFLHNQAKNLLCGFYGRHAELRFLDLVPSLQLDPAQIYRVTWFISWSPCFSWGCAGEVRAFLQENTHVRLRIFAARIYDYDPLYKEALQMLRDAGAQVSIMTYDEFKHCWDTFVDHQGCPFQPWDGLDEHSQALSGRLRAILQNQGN
mIAP activ: activators of mouse IAP, primary screen, biochemical, luminescence, uHTS; muIAP, CDP-Star luminescence, 30 min; active compounds read high; 1 = vehicle-only enzyme signal, 0 = enzyme-free wells; activation factor at 10 µM; 330,000 compounds, 0.24% hits;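 active = activation factor of at least 2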; note: the source names both 10 and 20 µM as test concentration; values of inactives mirror those of a sister screen read the other way
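Assay system: mouse IAP enzyme; reagent: chemiluminescent substrate CDP-Star; dosing: test compounds delivered from DMSO solution; schedule: 30 min at room temperature; measured by: luminescence from enzymatic CDP-Star hydrolysis; controls: DMSO-only wells and no-enzyme negative control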
hIAP inh: human IAP inhibitors, primary screen, biochemical, luminescence, uHTS; Intestinal-type alkaline phosphatase (Homo sapiens), P09923; purified IAP, CDP-Star luminescence, 30 min; inhibition, % at 10 µM; 330,000 compounds, 0.12% hits;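 active = inhibition reaching a set limit with compound at 10 µM in the primary screen, cut at about 35% in these data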;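 note: plate controls were DMSO wells with enzyme for no effect and no-enzyme buffer wells for full effect; values of inactives mirror those of a sister screen read the other way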
Target sequence (P09923 whole entry, looked up): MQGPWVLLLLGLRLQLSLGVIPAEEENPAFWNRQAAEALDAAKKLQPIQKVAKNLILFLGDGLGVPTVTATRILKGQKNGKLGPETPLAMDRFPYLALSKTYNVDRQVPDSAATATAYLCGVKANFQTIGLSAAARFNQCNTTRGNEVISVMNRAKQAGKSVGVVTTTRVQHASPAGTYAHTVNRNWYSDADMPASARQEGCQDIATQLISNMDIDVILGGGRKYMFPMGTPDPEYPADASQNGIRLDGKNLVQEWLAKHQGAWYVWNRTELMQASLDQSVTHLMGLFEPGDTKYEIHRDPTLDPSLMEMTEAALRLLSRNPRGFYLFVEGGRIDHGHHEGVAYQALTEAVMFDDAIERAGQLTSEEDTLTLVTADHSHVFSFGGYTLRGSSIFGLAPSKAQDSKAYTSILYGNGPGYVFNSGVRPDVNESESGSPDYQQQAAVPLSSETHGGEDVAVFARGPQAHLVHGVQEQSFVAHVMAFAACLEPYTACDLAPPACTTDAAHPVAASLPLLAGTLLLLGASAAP
TIM10 inh: growth inhibitors of isogenic TIM10 control yeast, primary screen, counter-screen for tim10-1 yeast inhibitor project, luminescence, uHTS; S. cerevisiae TIM10 strain growth, BacTiter-Glo luminescence, 24 h; inhibition, % at 10 µM; 330,000 compounds, 1.4% hits; AID 463195, 2010;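 active = inhibition of 40% or more at the single tested concentration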;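 note: wild-type TIM10 isogenic control strain grown at permissive 25 °C; 0% = DMSO yeast wells and 100% = minimal medium wells without yeast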
NLRP3 yeast inh: NALP3 inflammasome inhibitors in reconstituted yeast, primary screen, luminescence, uHTS; Yeast reconstituted NLRP3/ASC/caspase-1, beta-gal luminescence, 24 h; inhibition, % at 10 µM; 330,000 compounds, 0.39% hits;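 active = inhibition of 50% or more; inactive = inhibition below 50%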;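 note: plate controls were induced DMSO wells for no effect and uninduced yeast grown without galactose for full effect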
mIAP block: inhibitors of mouse IAP, primary screen, biochemical, luminescence, uHTS. intestinal alkaline phosphatase [Mus musculus]. purified mouse IAP, CDP-Star luminescence, 30 min. inhibition, % at 10 µM. 330,000 compounds, 0.2% hits. AID 2806, 2010;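 active = inhibition of at least 40% at 10 µM in the primary screen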;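 note: plate controls were DMSO with enzyme for no effect and no enzyme wells for full effect; values of inactives mirror those of a sister screen read the other way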
A3G deaminase: APOBEC3G DNA deaminase inhibitors, primary screen, biochemical, fluorescence, single-stranded DNA substrate, uHTS | DNA dC->dU-editing enzyme APOBEC-3G (Homo sapiens), Q9HC16 | recombinant A3G, ssDNA deamination FAM/TAMRA fluorescence | inhibition, % at 20 µM | 330,000 compounds, 0.28% hits | AID 493012, 2011;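 active = inhibition of at least 40% at 20 µM, with no more than 30% in the related APOBEC3A deaminase screen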;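 note: plate controls were DMSO wells with A3G for no effect and wells lacking A3G enzyme for full effect; some compounds called inactive have numbers as strong as hits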
* = called active by the depositor. This is a random part of the collection; about 4.6% have a hit in one of these screens.

#	canonical_smiles	tim10-1 inh	hIAP inh	mIAP activ	mIAP block	TIM10 inh
1	COc1ccc(CCNC(=O)CSc2nc3scc(-c4ccccc4)c3c(=O)[nH]2)cc1	10	6	0.94	6	7
2	Cc1nc2ccccc2n1Cc1n[nH]c(=S)n1-c1ccc(Cl)cc1	15	-3	0.98	2	10
3	O=C(Oc1ccc(C(=S)N2CCOCC2)cc1)c1cccc(Cl)c1	25	12	0.93	7	16
4	CC(=O)N1c2ccc(S(=O)(=O)NCC3CCC(C(=O)NC4CCCCC4)CC3)cc2CC1C (stereo not drawn)	24	-18	0.94	6	7
5	CN(C)c1ccc(C(=O)N/N=C/c2cc(Br)cc(Br)c2O)cc1	25	-8	0.8	20	39
6	COCc1cc(Sc2ccc(Cl)cc2)nc(-c2ccccc2)n1	-29	3	0.97	3	-35
7	COc1ccc(N2C(=O)C3CCCN3C2c2ccc(C)o2)cc1Cl (stereo not drawn)	-3	9	0.94	6	-5
8	CCCn1nnnc1SCC(=O)c1ccc(NC(C)=O)cc1	14	8	0.91	9	-6
9	c1ccc(Nc2ccc(-n3ccnc3)nn2)cc1	-6	16	0.97	3	14
10	O=C1NC(NS(=O)(=O)c2ccc(Cl)cc2)(C(F)(F)F)C(=O)N1CCc1ccccc1 (stereo not drawn)	-11	-10	1	0	-5
11	COCCNC(=O)C1Cc2cc(S(=O)(=O)N3CCCC3)ccc2N1C(C)=O (stereo not drawn)	-4	11	1	-3	2
12	Cc1ccccc1-n1ncc2c1CC(C)(C)CC2NC(=O)CCC1=NNC(=O)CC1 (stereo not drawn)	-1	-10	1.1	-6	1
13	CN(C)CCCNCCCCNC(=O)/C=N/O	-5	-11	0.98	2	-16
14	CC(C)CNC(=O)CN(c1ccccc1)S(=O)(=O)c1ccccc1[N+](=O)[O-]	5	3	1.1	-13	-5
15	CCOC(=O)Cc1csc(NC(=O)Nc2ccc(OC(F)(F)F)cc2)n1	7	-10	1.2	-20	3

#	NLRP3 yeast inh	MIN6 prolif	A3A deaminase	A3G deaminase
1	10	-5	-3	-5
2	16	0	1	-1
3	27	0	-3	0
4	11	0	-2	-3
5	-10	-4	-4	-11
6	36	-3	-1	-5
7	0	0	0	-5
8	8	2	1	2
9	-11	6	2	-4
10	-11	0	-11	-7
11	20	0	4	15
12	0	1	1	0
13	10	2	0	-1
14	8	0	-3	-10
15	18	0	-3	-12

Reprinted at random: two records from the list
#	canonical_smiles	tim10-1 inh	hIAP inh	mIAP activ	mIAP block	TIM10 inh
15	CCOC(=O)Cc1csc(NC(=O)Nc2ccc(OC(F)(F)F)cc2)n1	7	-10	1.2	-20	3
11	COCCNC(=O)C1Cc2cc(S(=O)(=O)N3CCCC3)ccc2N1C(C)=O (stereo not drawn)	-4	11	1	-3	2

#	NLRP3 yeast inh	MIN6 prolif	A3A deaminase	A3G deaminase
15	18	0	-3	-12
11	20	0	4	15

New compounds follow
#	canonical_smiles	tim10-1 inh	hIAP inh	mIAP activ	mIAP block	TIM10 inh
16	CN(C)c1ccc(NS(=O)(=O)c2ccc(-c3csnn3)cc2)cc1	25	8	0.86	14	16
17	Fc1cc(F)c(F)c(SCn2cc(Br)cn2)c1F	-2	-4	0.99	1	-2
18	CN(CC(=O)NCc1ccccn1)S(=O)(=O)c1ccc(F)cc1	3	10	0.96	4	-17
19	COc1ccc(CC(=O)N/N=C(\C)c2cccnc2)cc1OC	-5	-7	1	0	1
20	COP1(=O)C[C@@H](O)[C@@H](O)[C@@H](COCc2ccccc2)O1 (stereo partly drawn)	-14	14	1	-5	-3
21	O=C(N[C@@H](c1ccccc1)[C@@H]1C[C@H]1C(=O)O)OCc1ccccc1	-16	5	1	0	-2
22	Cc1cc(C)c(C)c(S(=O)(=O)N2CCN(C(=O)c3cc(=O)[nH]c4ccccc34)CC2)c1C	13	13	0.94	6	13
23	COc1ccc(OCCc2nnc(N)s2)cc1	27	-2	0.97	2	13
24	COc1cccc2sc3cc(NCC[C@@H]4CCCN4C)ccc3c(=O)c12	-38	10	1.1	-12	8
25	COc1ccc(OCCN(C)Cc2c(O)ccc3ccccc23)cc1	25	-30	1	-4	12
26	O=C(O)c1ccccc1SCc1ccc2c(c1)OCO2	6	-18	0.98	2	12
27	CC(=O)N1C(=O)NC(c2ccccc2)=C([N+](=O)[O-])C1c1ccccc1 (stereo not drawn)	17	5	0.99	1	23
28	O=C(NCc1ccccc1)c1cnc(-c2ccccn2)nc1C(F)(F)F	8	-6	0.99	1	-10
29	COc1ccc(OC)c(CCNC(=O)CCn2nc(C)c3c(C)n(-c4ccccc4)nc3c2=O)c1	22	-32	0.94	6	-1
30	CN1/C(=C\P(=O)(N(C)C)N(C)C)C(C)(C)c2ccccc21	17	19	0.97	3	23

#	NLRP3 yeast inh	MIN6 prolif	A3A deaminase	A3G deaminase
16	20	-2	-4	-9
17	-28	6	-2	-8
18	-2	-3	1	-5
19	20	-1	-2	-4
20	16	-1	5	-8
21	14	3	0	-1
22	8	-3	-1	-7
23	6	-2	-4	-4
24	17	-6	1	-4
25	-2	-2	-1	-4
26	5	1	-2	-2
27	6	-3	-1	0
28	20	0	-1	-2
29	19	1	-5	-3
30	4	-5	33	3

The list goes on:
#	canonical_smiles	tim10-1 inh	hIAP inh	mIAP activ	mIAP block	TIM10 inh
31	O=C(N/C(=C/c1ccc(F)cc1)C(=O)N1CCOCC1)c1ccccc1	-12	10	1	-2	7
32	COc1cc(C(=O)OCC(=O)c2ccc(S(=O)(=O)N3CCCCC3)cc2)cc(OC)c1OC	10	2	0.98	2	11
33	CCC(=O)Nc1nc2c(s1)COc1ccccc1-2	13	20	1.1	-9	-11
34	COc1ccc(NC(=O)CN(C)S(=O)(=O)c2ccc3c(c2)CCCN3C(C)=O)cc1	17	-9	0.98	2	-10
35	O=S(=O)(c1ccccc1)N1CCC(=NO)CC1	9	4	1	0	-17
36	O=C(COC(=O)c1cccc(S(=O)(=O)N2CCOCC2)c1)Nc1ccc(Cl)cn1	14	-4	1.1	-6	9
37	Cc1cc(C)n(CC(O)Cn2c3ccc(Cl)cc3c3cc(Cl)ccc32)c(=O)n1 (stereo not drawn)	57*	-72	1	0	61*
38	CCn1ncc(Cl)c1C(=O)Nc1cc([N+](=O)[O-])ccc1OC	3	-14	1	-1	8
39	CC(C)C(=O)O/N=C(\N)c1ccccn1	-1	9	1.1	-7	11
40	CCc1ccccc1NC(=O)C1CCCN(c2nccc(C)n2)C1 (stereo not drawn)	6	-11	1	-1	0
41	CN(C)Cc1c(O)ccc2occ(C(O)c3ccccc3)c12 (stereo not drawn)	21	9	1.1	-5	9
42	O=C(NCCN1CCCCC1)c1ccc(Oc2cc(Cl)cc(Cl)c2)o1	4	10	1.1	-7	-16
43	O=c1c(-c2ccccc2)c(O)c2cccc3c2n1CCC3	-12	-6	1	-5	35
44	CC1(c2nnc(-c3cccc(Cl)c3)o2)CC(c2ccc(F)cc2)=NO1 (stereo not drawn)	14	-4	1	-1	-23
45	CC1(C)CC(=O)C2=C(C1)NC1=C(C(=O)c3ccccc31)C2c1ccccc1 (stereo not drawn)	16	24	0.85	15	15
46	CCOc1ccc(OCc2cccc(C(=O)O)c2)cc1	23	15	0.96	4	19
47	O/N=C1\CCCC\C1=C/c1ccccc1	20	-15	1	-1	-12
48	Cc1cc(C(=O)NC2CCCN(Cc3ccccc3F)C2)no1 (stereo not drawn)	20	-11	0.91	9	0

#	NLRP3 yeast inh	MIN6 prolif	A3A deaminase	A3G deaminase
31	-2	-3	0	-5
32	19	-2	0	-1
33	41	0	-4	-7
34	3	-3	15	-3
35	-10	0	3	-5
36	4	-4	-3	-3
37	8	-4	-8	-8
38	6	-1	1	-1
39	22	0	7	3
40	14	-2	-1	-7
41	13	-2	0	3
42	27	-3	3	12
43	-12	0	-3	-2
44	12	-5	-6	-10
45	20	0	0	-9
46	15	-5	1	-8
47	29	0	12	-1
48	15	2	-8	-8

Individual results from the results shown.
CCn1ncc(Cl)c1C(=O)Nc1cc([N+](=O)[O-])ccc1OC – mIAP block = -1
Cc1cc(C)n(CC(O)Cn2c3ccc(Cl)cc3c3cc(Cl)ccc32)c(=O)n1 (stereo not drawn) – MIN6 prolif = -4
CCc1ccccc1NC(=O)C1CCCN(c2nccc(C)n2)C1 (stereo not drawn) – hIAP inh = -11
O=c1c(-c2ccccc2)c(O)c2cccc3c2n1CCC3 – tim10-1 inh = -12
CCC(=O)Nc1nc2c(s1)COc1ccccc1-2 – NLRP3 yeast inh = 41

Some entries already given, limited to NLRP3 yeast inh, tim10-1 inh and mIAP activ:
No. | Compound | NLRP3 yeast inh | tim10-1 inh | mIAP activ
5 | CN(C)c1ccc(C(=O)N/N=C/c2cc(Br)cc(Br)c2O)cc1 | -10 | 25 | 0.8
6 | COCc1cc(Sc2ccc(Cl)cc2)nc(-c2ccccc2)n1 | 36 | -29 | 0.97
